# GPR7 antag: GPR7 receptor antagonists, primary screen, cell-based, fluorescence, single concentration. Neuropeptides B/W receptor type 1 (Homo sapiens), P48145. GPR7-expressing cells, fluorescence antagonist assay. inhibition, % at 4.4 µM. 1.1% of 290,000 active; in the data active = inhibition above about 16%, passing the limit was not always enough;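 also: cells stimulated with the agonist NPW; 0% = agonist with vehicle and 100% = vehicle without agonist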
# Target sequence (P48145 whole entry, looked up): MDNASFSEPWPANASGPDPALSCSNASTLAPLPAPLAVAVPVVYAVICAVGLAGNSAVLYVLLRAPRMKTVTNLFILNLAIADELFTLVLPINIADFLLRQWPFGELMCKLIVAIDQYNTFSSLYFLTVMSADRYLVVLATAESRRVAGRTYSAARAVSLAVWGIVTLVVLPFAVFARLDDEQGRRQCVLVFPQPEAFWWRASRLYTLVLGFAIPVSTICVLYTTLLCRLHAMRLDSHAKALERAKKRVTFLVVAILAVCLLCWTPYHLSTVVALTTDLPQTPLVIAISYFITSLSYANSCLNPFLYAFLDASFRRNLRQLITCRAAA
# FID counter: compounds displacing fluorescent DNA intercalator, primary screen, artefact control for HCV NS3 helicase inhibitor project, biochemical, FID fluorescence. AID 1845, 2009. 0.17% of 290,000 active. inhibition, % at 7.9 µM. DNA fluorescent intercalator displacement; in the data active = inhibition above about 37%;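 also: 0% = vehicle and 100% = reference compound; higher means more ethidium bromide displaced from hairpin DNA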
# NALP1 inh: NALP1 inflammasome inhibitors in reconstituted yeast, colorimetric, S. cerevisiae, triplicate retest. inhibition, % at 10 µM. AID 2071, 2009. 0.61% of 280,000 active. S. cerevisiae NALP1/ASC/caspase-1 growth, X-gal OD620, 72 h; in the data active = inhibition mostly above about 24%, no sharp cut-off; inactive = mostly below about 32%; also: some compounds called inactive have numbers as strong as hits
# M18AAP inhibitor: PfM18AAP inhibitors, malaria aminopeptidase, primary screen, biochemical, QFRET, recombinant enzyme; H-Glu-NHMec fluorogenic cleavage; inhibition, % at 7.35 µM; 1.2% of 290,000 active;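 active = inhibition above the campaign mean inhibition over all tested compounds plus 3 SD, cut at about 28% in these data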;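 also: 0% = plate median of test compound wells and 100% = 2 mM ZnCl2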
# MEKK3 PB1 HTS: modulators of MEKK3-MEK5 PB1 binding, primary screen, biochemical, wildtype MEKK3, multiplex bead flow cytometry, Alexa488-MEK5; AID 1529, 2009; bead-based flow cytometry, Alexa488-MEK5 binding to MEKK3; actives lie on both sides; 0 = blocked by unlabeled MEK5, 100 = vehicle; Mitogen-activated protein kinase kinase kinase 3 (Homo sapiens), Q99759; binding response (% of control), % at 10 µM; 1.4% of 290,000 active;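 active = binding response more than 3 SD above or below the average of its plate-row segment, actives on both sides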;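 also: Alexa488 bead fluorescence after subtracting the streptavidin-only scavenger bead signal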
# PHOSPHO1 block: PubChem AID 1565. Phosphoethanolamine/phosphocholine phosphatase (Homo sapiens), Q8TCT1. recombinant PHOSPHO1, absorbance phosphatase assay. inhibition, % at 13.3 µM. 1.1% of 290,000 active; in the data active = inhibition above about 60%
# Target sequence (Q8TCT1 whole entry, looked up): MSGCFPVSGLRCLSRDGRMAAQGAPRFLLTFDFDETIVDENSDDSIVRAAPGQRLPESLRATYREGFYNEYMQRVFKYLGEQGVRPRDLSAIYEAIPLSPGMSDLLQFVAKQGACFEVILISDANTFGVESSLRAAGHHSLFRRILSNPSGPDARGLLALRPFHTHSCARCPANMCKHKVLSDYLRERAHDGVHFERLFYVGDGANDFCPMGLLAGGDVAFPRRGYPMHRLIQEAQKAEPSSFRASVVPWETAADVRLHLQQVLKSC
# MEKK2mut PB1 HTS: MEK5 binding signal on mutant MEKK2 PB1, primary screen, biochemical, multiplex bead flow cytometry, Alexa488-MEK5; 0.35% of 290,000 active; Alexa488-MEK5 binding to MEKK2 mutant; AID 1530, 2009; percent response, % at 10 µM; in the data active = percent response above about 24%, passing the limit was not always enough; also: inactives centre near 1; some results filed as inactive read as strong as hits; reference of the scale not given here
# OXTR ag: human OXTR agonists, primary screen, fluorescence, CHO-OTR cells, Fluo-8 calcium | Fluo-8 calcium fluorescence; normalized: DMSO 0%, oxytocin 100% | activation, % at 3 µM | 0.32% of 320,000 active | AID 2435, 2010;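 active = activation above the mean of all tested compounds plus 3 SD, cutoff set per screening run, cut at about 20% in these data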;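 also: peak over basal fluorescence ratio from a 100 s FLIPR kinetic read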
# Target sequence (P30559 whole entry, looked up): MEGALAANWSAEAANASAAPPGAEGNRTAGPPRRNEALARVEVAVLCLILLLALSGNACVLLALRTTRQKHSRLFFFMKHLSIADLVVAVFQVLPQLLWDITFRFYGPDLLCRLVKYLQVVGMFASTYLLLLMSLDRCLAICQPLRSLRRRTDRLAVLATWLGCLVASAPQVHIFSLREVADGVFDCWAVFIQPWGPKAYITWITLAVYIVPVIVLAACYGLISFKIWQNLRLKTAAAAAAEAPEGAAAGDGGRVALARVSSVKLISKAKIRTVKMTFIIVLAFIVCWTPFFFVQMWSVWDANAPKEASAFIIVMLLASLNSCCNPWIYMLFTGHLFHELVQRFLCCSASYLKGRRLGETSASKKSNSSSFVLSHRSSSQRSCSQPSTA
# MEKK2wt PB1 HTS: modulators of MEK5 binding to wildtype MEKK2, primary screen, biochemical, multiplex bead flow cytometry, Alexa488-MEK5. 1.1% of 290,000 active. Alexa488-MEK5 binding to MEKK2 WT; actives lie on both sides. binding response (% of control), % at 10 µM; in the data active = binding response below about 67% or above about 130%
# * = called active by the depositor; x = not tested or not shown.
# Screens by letter: A = GPR7 antag; B = FID counter; C = NALP1 inh; D = M18AAP inhibitor; E = MEKK3 PB1 HTS; F = PHOSPHO1 block; G = MEKK2mut PB1 HTS; H = OXTR ag; I = MEKK2wt PB1 HTS
1. O=C(CSc1nnc(-c2cccnc2)o1)N1CCCCC1
  A = -7 | B = -9 | C = 8 | D = 2 | E = 104 | F = 30 | G = 10 | H = 1.0 | I = 104

2. NC(=O)c1cc2ccccc2o/c1=N/NC(=O)c1cccs1
  A = -5 | B = -10 | C = -4 | D = 9 | E = 95 | F = 32 | G = -12 | H = 0.7 | I = 90

3. Cc1nn(C)cc1C1C2=C(CC(C)(C)CC2=O)N(c2ccccc2)C2=C1C(=O)CC(C)(C)C2
  A = 12 | B = -7 | C = 3 | D = 5 | E = 115 | F = 53 | G = 4 | H = -1.6 | I = 113

4. Cc1ccc(-c2csc(/C(C#N)=C/Nc3ccc4c(c3)OCCO4)n2)cc1
  A = -11 | B = 1 | C = 30 | D = 2 | E = 113 | F = 3 | G = 0 | H = -0.1 | I = 105

5. COC(=O)CN(C)C(=O)CC1C(=O)NCCN1CC(C)(C)C (stereo unspecified)
  A = -8 | B = -5 | C = -5 | D = 0 | E = 101 | F = 35 | G = 1 | H = 0.6 | I = 100

6. COC(=O)c1cccc(N(CC(=O)NC2CCCCC2)C(=O)CNC(=O)c2cccs2)c1
  A = -15 | B = -33 | C = 9 | D = -2 | E = 100 | F = 14 | G = -1 | H = -0.3 | I = 102

7. Cc1cc(-c2nnc(SCc3ccccn3)o2)no1
  A = 5 | B = 1 | C = -4 | D = -7 | E = 94 | F = 21 | G = 1 | H = 0.9 | I = 96

8. O=C(NNC(=S)NCc1ccccc1)c1ccc(Br)cc1
  A = -6 | B = -11 | C = -8 | D = -3 | E = 101 | F = 37 | G = 4 | H = 0.4 | I = 97

9. O=C(c1ccc(COc2ccc3ccccc3c2)o1)N1N=C(C(F)F)CC1(O)C(F)F (stereo unspecified)
  A = -12 | B = -3 | C = x | D = -11 | E = 101 | F = -16 | G = -3 | H = 2.9 | I = 100

10. CC(NC(=O)c1ccccc1)C(=O)OCC(=O)c1ccc(Br)cc1 (stereo unspecified)
  A = 8 | B = -24 | C = 14 | D = -7 | E = 99 | F = 18 | G = 1 | H = -1.7 | I = 96

11. CC(=O)c1cccc(NC(=O)Nc2cnn(Cc3ccc(Cl)cc3Cl)c2)c1
  A = 4 | B = -15 | C = 19 | D = -2 | E = 102 | F = 9 | G = 0 | H = 9.8 | I = 102

12. COc1ccc(S(=O)(=O)Nc2nnc(Cc3ccc(OC)c(OC)c3)s2)cc1
  A = 3 | B = -41 | C = 4 | D = -4 | E = 102 | F = 17 | G = -3 | H = -0.9 | I = 99

13. Cc1ccn2cc(-c3cc4ccccc4oc3=O)nc2c1
  A = -4 | B = -3 | C = 7 | D = 6 | E = 89 | F = -3 | G = -4 | H = x | I = 92

14. O=C(CNC(=O)c1ccc2c(c1)OCCO2)N/N=C/c1ccc(O)cc1O
  A = -8 | B = 3 | C = 24 | D = 16 | E = 97 | F = -1 | G = 4 | H = -0.9 | I = 92

15. Cc1ccc(/C=c2\sc3n(c2=O)CN(c2cccc(Br)c2)CN=3)o1
  A = -1 | B = -1 | C = 1 | D = 37* | E = 97 | F = -71 | G = 2 | H = -0.9 | I = 99

16. NS(=O)(=O)c1cccc(NC(=O)c2ccno2)c1
  A = -3 | B = -2 | C = -3 | D = 1 | E = 106 | F = 40 | G = 10 | H = 0.5 | I = 108

17. CCOC(=O)N1CCC(NC(=O)CCC(=O)N2CC(C)Oc3ccccc32)CC1 (stereo unspecified)
  A = 4 | B = -27 | C = -2 | D = -10 | E = x | F = -1 | G = x | H = 0.1 | I = x

18. COc1ccc(C(=O)Nc2ccccc2N2CCN(C(=O)c3ccccc3)CC2)cc1Br
  A = -4 | B = -28 | C = 12 | D = 1 | E = 97 | F = 19 | G = 0 | H = -1.0 | I = 91

19. CCN(C(=O)c1cn(C)c(=O)c2cc(OC)c(OC)cc12)c1cc(OC)ccc1OC
  A = -5 | B = -32 | C = -4 | D = 5 | E = 98 | F = 2 | G = 1 | H = 0.3 | I = 104

20. CCOC(=O)CNC(=O)c1cc(OC)cc(OC)c1
  A = -25 | B = -2 | C = 7 | D = 8 | E = 103 | F = -1 | G = 3 | H = 1.2 | I = 107

21. CC(C)NC(=O)Cn1c(SCC(=O)c2ccc(F)cc2)nc2ccccc21
  A = -16 | B = -2 | C = -33 | D = 1 | E = 116 | F = 8 | G = 7 | H = -0.3 | I = 102

22. COC(=O)CSc1nc(N2CCOCC2)c2c(c1C#N)CC(C)(C)N(C)C2
  A = 4 | B = 10 | C = 17 | D = 4 | E = 98 | F = 16 | G = 15 | H = -0.9 | I = 111

23. O=C(Cc1ccccc1)N/N=C/C=C/c1ccccc1[N+](=O)[O-]
  A = -9 | B = -7 | C = -10 | D = 7 | E = 99 | F = -2 | G = -3 | H = -2.0 | I = 97

24. O=C(CNC(=O)c1ccc(Br)cc1)NCC(=O)OCC(=O)c1ccccc1
  A = -15 | B = -3 | C = 24 | D = -2 | E = 89 | F = -26 | G = -11 | H = -2.1 | I = 85

25. CCN1CCN(CC(=O)Nc2nc3ccc(OC)cc3s2)CC1
  A = 3 | B = 9 | C = 2 | D = 5 | E = x | F = 35 | G = x | H = 0.1 | I = x

26. O=C(Nc1ccccc1)Nc1ccc2ccccc2c1
  A = -6 | B = -1 | C = 0 | D = -8 | E = 103 | F = 3 | G = 12 | H = 8.6 | I = 108

27. CCc1ccc2oc(-c3cccc(NC(=O)c4cccnc4)c3)nc2c1
  A = -4 | B = 0 | C = -2 | D = -1 | E = 104 | F = 23 | G = -1 | H = -0.8 | I = 103

28. CC1(C)CC(NC(=O)C23CCC(C)(/C(=N/O)C2)C3(C)C)CC(C)(C)N1 (stereo unspecified)
  A = 2 | B = 9 | C = 11 | D = -1 | E = 101 | F = 0 | G = 10 | H = -0.3 | I = 114

29. CCOC(=O)c1c(-c2cccs2)csc1NC(=O)COC(=O)c1c(C)noc1C
  A = -4 | B = -4 | C = 6 | D = -4 | E = 96 | F = 6 | G = -3 | H = 1.0 | I = 95

30. CCCCCn1c(CN2CCN(C(=O)OCC)CC2)nc2c1c(=O)[nH]c(=O)n2C
  A = -8 | B = -39 | C = 31 | D = -9 | E = 102 | F = -3 | G = 5 | H = -0.7 | I = 103

31. O=C(NN1CCOCC1)c1cc(-c2cccs2)nc2ccccc12
  A = -12 | B = -12 | C = 11 | D = 2 | E = 95 | F = 4 | G = -1 | H = -0.1 | I = 96

32. Cc1ccc(S(=O)(=O)N(C)c2ccc(C(=O)NCC3CCCO3)cc2)cc1 (stereo unspecified)
  A = -14 | B = -18 | C = 17 | D = 1 | E = 104 | F = 23 | G = 0 | H = -0.6 | I = 99

33. COc1cccc(NC2c3ccccc3C(=O)N2Cc2ccccc2Cl)c1 (stereo unspecified)
  A = 3 | B = -24 | C = x | D = 1 | E = 95 | F = -6 | G = -4 | H = -0.6 | I = 92

34. Cc1cccc2cc(C3CC(c4cccs4)=NN3S(C)(=O)=O)c(Cl)nc12 (stereo unspecified)
  A = 2 | B = -17 | C = 22 | D = -10 | E = 97 | F = 15 | G = -5 | H = 0.4 | I = 95

35. CC(C(=O)NCCCc1ccccc1)n1cccc1C(=O)c1ccccc1 (stereo unspecified)
  A = 1 | B = -58 | C = -14 | D = 2 | E = 91 | F = 70* | G = -1 | H = -2.1 | I = 96

36. COc1ccc(O)c(/C=N/NC(=O)CCC(=O)Nc2ccc(C)cc2)c1
  A = 11 | B = -11 | C = -8 | D = 3 | E = 104 | F = 20 | G = 6 | H = -1.4 | I = 105

37. O=C(Nc1ccc(Cl)cc1)Nc1nnc(SCc2ccccc2)s1
  A = 8 | B = 4 | C = 31 | D = -7 | E = 99 | F = -1 | G = 6 | H = 7.3 | I = 107

38. COc1cccc(-c2nn(-c3ccccc3)cc2CN(C)Cc2ccon2)c1
  A = -14 | B = -15 | C = 10 | D = 5 | E = 99 | F = -7 | G = -5 | H = -1.2 | I = 94

39. COc1ccc(NC2CCCN(C(=O)c3ccc4[nH]c(C)c(C)c4c3)C2)cc1 (stereo unspecified)
  A = -5 | B = -22 | C = 22 | D = 16 | E = 103 | F = 19 | G = 3 | H = 0.5 | I = 98

40. COC(=O)C1=C(C)Nc2nnnn2C1c1ccccc1Cl (stereo unspecified)
  A = -10 | B = 0 | C = -86 | D = -4 | E = 95 | F = 11 | G = -2 | H = -0.7 | I = 95

41. Cc1ccc(-n2c(P(C)(=O)O)nc3ccccc32)cc1
  A = -2 | B = -10 | C = 6 | D = -12 | E = 104 | F = 40 | G = -1 | H = -0.9 | I = 100

42. CCOc1ccc(C(=O)Nc2nnc(SCC(=O)NCC3CCCO3)s2)cc1 (stereo unspecified)
  A = -7 | B = -39 | C = 2 | D = 0 | E = 100 | F = 48 | G = 9 | H = 1.7 | I = 102

43. CC(C)(C)c1ccc(CSc2nnc(-c3ccccn3)n2Cc2ccco2)cc1
  A = -7 | B = -29 | C = 36 | D = -3 | E = x | F = 49 | G = x | H = 1.9 | I = x

44. O=C(NCCO)C1COc2ccccc2O1 (stereo unspecified)
  A = -15 | B = -2 | C = 13 | D = -7 | E = 100 | F = 42 | G = 5 | H = 0.4 | I = 101

45. CC1=NN(c2ccccc2)C(=O)C1C=Nc1ccc(N(C)C)cc1 (stereo unspecified)
  A = -6 | B = -8 | C = -8 | D = 31* | E = 92 | F = 24 | G = -3 | H = 2.0 | I = 95

46. Cc1nccn1CC(=O)N/N=C/c1ccccc1O
  A = -4 | B = 4 | C = -15 | D = 4 | E = 87 | F = 34 | G = -4 | H = 1.6 | I = 84

47. COc1ccc(-c2ccc(-c3noc(-c4cccs4)n3)c(OC)n2)cc1
  A = -13 | B = 0 | C = 38 | D = 3 | E = 105 | F = -10 | G = 2 | H = 0.6 | I = 101

# Sorted by length of the SMILES (lowest first): four of the compounds above
# Screens by letter: A = GPR7 antag; B = FID counter; C = NALP1 inh; D = M18AAP inhibitor; E = MEKK3 PB1 HTS; F = PHOSPHO1 block; G = MEKK2mut PB1 HTS; H = OXTR ag; I = MEKK2wt PB1 HTS
26. O=C(Nc1ccccc1)Nc1ccc2ccccc2c1
  A = -6 | B = -1 | C = 0 | D = -8 | E = 103 | F = 3 | G = 12 | H = 8.6 | I = 108

20. CCOC(=O)CNC(=O)c1cc(OC)cc(OC)c1
  A = -25 | B = -2 | C = 7 | D = 8 | E = 103 | F = -1 | G = 3 | H = 1.2 | I = 107

35. CC(C(=O)NCCCc1ccccc1)n1cccc1C(=O)c1ccccc1 (stereo unspecified)
  A = 1 | B = -58 | C = -14 | D = 2 | E = 91 | F = 70* | G = -1 | H = -2.1 | I = 96

36. COc1ccc(O)c(/C=N/NC(=O)CCC(=O)Nc2ccc(C)cc2)c1
  A = 11 | B = -11 | C = -8 | D = 3 | E = 104 | F = 20 | G = 6 | H = -1.4 | I = 105

# Random excerpt: 2 records from the list.
# Screens by letter: A = GPR7 antag; B = FID counter; C = NALP1 inh; D = M18AAP inhibitor; E = MEKK3 PB1 HTS; F = PHOSPHO1 block; G = MEKK2mut PB1 HTS; H = OXTR ag; I = MEKK2wt PB1 HTS
27. CCc1ccc2oc(-c3cccc(NC(=O)c4cccnc4)c3)nc2c1
  A = -4 | B = 0 | C = -2 | D = -1 | E = 104 | F = 23 | G = -1 | H = -0.8 | I = 103

42. CCOc1ccc(C(=O)Nc2nnc(SCC(=O)NCC3CCCO3)s2)cc1 (stereo unspecified)
  A = -7 | B = -39 | C = 2 | D = 0 | E = 100 | F = 48 | G = 9 | H = 1.7 | I = 102

# Screening results (PubChem)
